Screens as filed in PubChem BioAssay.
CHT PAM – allosterically activates the human high affinity choline transporter; hit rate 0.49% among 310,000; AID 488977; B-score at 10 µM; CHT-expressing cells, membrane potential dye, choline EC20; hits give high values; LV-AA mutant CHT in HEK293 cells; Q9GZV3;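 active = initial fluorescence not abnormally high and integrated response B-score, plate-corrected, over 3 SD above library mean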
Target sequence (Q9GZV3 whole entry, looked up): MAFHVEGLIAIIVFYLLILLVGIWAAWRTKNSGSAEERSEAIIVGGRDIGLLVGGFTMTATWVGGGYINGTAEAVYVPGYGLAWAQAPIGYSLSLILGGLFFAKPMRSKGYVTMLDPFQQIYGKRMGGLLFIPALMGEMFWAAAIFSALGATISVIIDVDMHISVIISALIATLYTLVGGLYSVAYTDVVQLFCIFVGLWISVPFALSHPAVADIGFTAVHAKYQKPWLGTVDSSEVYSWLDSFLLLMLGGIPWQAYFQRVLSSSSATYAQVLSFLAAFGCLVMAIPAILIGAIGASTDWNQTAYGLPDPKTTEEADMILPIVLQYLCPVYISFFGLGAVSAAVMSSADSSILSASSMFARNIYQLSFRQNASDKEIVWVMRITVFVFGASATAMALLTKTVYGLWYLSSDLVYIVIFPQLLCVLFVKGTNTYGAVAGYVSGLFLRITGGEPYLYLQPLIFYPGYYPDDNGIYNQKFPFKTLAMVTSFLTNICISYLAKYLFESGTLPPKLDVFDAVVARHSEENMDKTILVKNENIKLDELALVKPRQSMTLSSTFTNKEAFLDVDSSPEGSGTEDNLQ
CHT block – inhibits the human high affinity choline transporter; Q9GZV3; CHT-expressing cells, membrane potential dye, choline response; hits give low values; B-score at 10 µM; hit rate 0.86% among 310,000; AID 488975;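 active = B-score over 3 SD under the library average, and starting fluorescence ratio not unusually high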;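 note: choline stimulus applied at its EC90 after an EC20 pre-addition; B-score computed on integrated fluorescence ratio after choline addition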
Starred values were filed as active, the others as inactive; i = inactive.

SMILES	CHT PAM	CHT block
O=C(O)CCn1c(=S)n(CCC(=O)O)c2ccccc21	i	i
COC(=O)CN1C(c2ccc(OC)cc2)=Nc2ccc(Cl)cc2C1c1ccccc1 (stereo not given)	i	i
c1ccc2c(c1)CCCC2C1=NCCN1 (stereo not given)	i	i
O=S(=O)(NCCCCCNS(=O)(=O)c1ccccc1)c1ccccc1	i	i
O=C(Nc1ccc(F)cc1)c1ccc2nc[nH]c2c1	i	i
CCOc1ccc(N(CC(=O)NCCSCc2ccco2)S(=O)(=O)c2ccc(F)cc2)cc1	i	i
COc1ccc(NC(=O)Nc2cccc(F)c2)c(OC)c1	i	i
c1ccc(-c2noc(CN3CCCC(OCc4ccccn4)C3)n2)cc1 (stereo not given)	i	i
Fc1ccc(CSc2nnc(-c3ccncc3)o2)cc1	i	i
Fc1ccc(Nc2nnc(C(F)(F)F)s2)cc1	i	i
CC(NC(=O)C12CC3CC(CC(C3)C1)C2)c1ccc2c(c1)OCCO2 (stereo not given)	i	i
CC(C)Cn1cnc2c(c1=N)C(c1ccccc1)C1=C(CC(C)(C)CC1=O)O2 (stereo not given)	i	i
O=[N+]([O-])c1ccc2nc(/C=C/c3ccc(Cl)cc3)[nH]c2c1	i	i
CCSc1ccccc1C(=O)n1nnc2ccccc21	i	i
Cc1ccc(C(=O)N2CCC3(CC2)Oc2ccc(F)cc2C(=O)C32CC(c3cccnc3)=NO2)s1 (stereo not given)	i	i
Nc1cc(=O)[nH]c(SCC(=O)NCC2CCCO2)n1 (stereo not given)	i	i
N#Cc1cccc(NC(=O)CNc2cccc(S(=O)(=O)N3CCCC3)c2)c1	i	i
O=C(N/N=C/c1ccco1)c1cc(=O)[nH]c2ccccc12	i	i
Cc1cccc(C(C)C)c1NC(=O)C(C)OC(=O)Cc1n[nH]c(=O)c2ccccc12 (stereo not given)	i	i
CCC(C)NC(=O)COC(=O)c1cc([N+](=O)[O-])ccc1Sc1nc(C)cs1 (stereo not given)	i	i

In the list so far, 4 contain an aryl thioether with sulfur outside any ring.
SMILES	CHT PAM	CHT block
Fc1ccc(CSc2nnc(-c3ccncc3)o2)cc1	i	i
CCSc1ccccc1C(=O)n1nnc2ccccc21	i	i
Nc1cc(=O)[nH]c(SCC(=O)NCC2CCCO2)n1 (stereo not given)	i	i
CCC(C)NC(=O)COC(=O)c1cc([N+](=O)[O-])ccc1Sc1nc(C)cs1 (stereo not given)	i	i

Next records follow:
SMILES	CHT PAM	CHT block
Cc1ccc2c(C)c(C(=O)N(C)Cc3ccncn3)oc2c1C	i	i
Nc1ncc(Br)cc1S(=O)(=O)Nc1cc(C(F)(F)F)cc(C(F)(F)F)c1	i	-11.5*
O=c1[nH]c2ccccc2c(O)c1-c1ccccc1	i	i
CCOC(=O)c1[nH]c(C)c(C(=O)N2CCN(C(=O)c3ccco3)CC2)c1C	i	i
CCCc1nc(NCc2ccco2)c(C#N)c2c1COC(C)(C)C2	i	i
Cc1ccc(NC2CCCN(C(=O)c3cn(C)c4ccccc34)C2)cc1C (stereo not given)	i	i
COc1ccc2cc(C(C)=O)c(=O)oc2c1	i	i
CCS(=O)(=O)N1N=C(c2ccccc2)CC1c1ccc2nccnc2c1 (stereo not given)	i	i
O=C(c1ccc(Cl)cc1)N1CCN(c2cccc3[nH]ccc23)CC1	i	i
CCN(CC)CCCn1c(=S)[nH]c2ccccc2c1=O	i	i
CS(=O)(=O)N(CC(=O)N1CCCC1)Cc1ccc(F)cc1	i	i
CCn1cc(C(=O)Nn2cnnc2)c(=O)c2ccc(C)nc21	i	i
CN1C(=O)C(=O)N(CC(=O)N2CCc3ccccc32)C1=O	i	i
COc1ccc(S(=O)(=O)N2CCCCC2)cc1NC(=O)C1CCCO1 (stereo not given)	i	i
CCc1ccc(OCC(=O)Nc2ccncc2)c(Br)c1	i	i
COc1cccc(C(=O)OCC(=O)NCCNC(=O)COC(=O)c2cccc(OC)c2OC)c1OC	i	i
COC(=O)CCC(=O)NC(=S)Nc1ccc(S(=O)(=O)N2CCCC2)cc1	i	i
CC(=O)N(c1c(C)n(C)n(-c2ccccc2)c1=O)C1(C(=O)NC2CCCC2)CCCCC1	i	i
CC(=O)Nc1ccc(NS(=O)(=O)c2cccc3nonc23)cc1	i	i
COc1ccc(S(=O)(=O)N(C)CC(=O)Nc2ccc(C)cc2)cc1OC	i	i
CCOC(=O)c1[nH]c(C)c(/C=N/O)c1C	i	i
COc1cccc(/C=N/NC(=O)c2c(-c3ccccc3)noc2C)c1OC	i	i
Cc1ccc(Cl)cc1NS(=O)(=O)c1ccc(-n2cccn2)cc1	i	i
O=C(CN1C(=O)CSc2ccc(C(F)(F)F)cc21)Nc1ccccc1	i	i
COc1ccc(CCCc2nnc(SCC(=O)Nc3ncc(C)s3)o2)cc1	i	i
CCOC(=O)CSc1nnc(-c2ccc3ncccc3c2)n1C	i	i
CCCc1nc(NCC2CCCO2)c2nnn(Cc3ccccc3)c2n1 (stereo not given)	i	i
COc1cc2cc(C(c3nnnn3C(C)(C)C)N3CCc4ccccc4C3)c(=O)[nH]c2cc1OC (stereo not given)	i	i
COc1cc2c(cc1NC(=O)c1ccco1)CCCC2	i	i
Cc1cc(C)n(-c2ncc(C#N)cn2)n1	i	i
COc1ccc(C(=O)Nc2cccc(S(C)(=O)=O)c2)cc1	i	i
Cc1cc(C)cc(OCC(=O)OCC(=O)NCCC2=CCCCC2)c1	i	i
CCOc1cccc2cc(C(=O)NCc3cccnc3)c(=O)oc12	i	i
CN(C)c1ccnc(Oc2ccc(C(C)(C)C)cc2)c1C#N	i	i
Cc1ncc([N+](=O)[O-])n1S(=O)(=O)c1cc(Br)ccc1Br	i	i
CCCOc1ccc(Cn2c(=O)oc3ccc(C)cc32)cc1OC	i	i
Cc1ccc(NC(=O)c2cc(=O)c3ccccc3o2)c(C)c1	i	i
COc1cc(/C=N/NC2=NS(=O)(=O)c3ccccc32)ccc1OC(C)=O	i	i
CCC(CC)NC(=O)CCc1nc2ccccc2c(=O)[nH]1	i	i
O=C(NNc1ccccn1)c1ccc(Cl)nc1	i	i
Cc1ccc2[nH]cc(CCNC(=O)c3ccc([N+](=O)[O-])cc3)c2c1	i	i
COc1cccc(NC(=O)CSc2nnc(Cn3nnc4ccccc43)n2C)c1	i	i
CCCn1c(=N)n(CC(=O)OCC)c2ccccc21	i	i
COCCNC(=O)c1ccccc1NC(=O)c1cc(OC)cc(OC)c1	i	i
CCCCn1c(N)c(N(CC(C)C)C(=O)c2oc3ccc(Br)cc3c2C)c(=O)[nH]c1=O	i	i
CCOc1ccc(N2Cc3ncccc3C2=O)cc1	i	i
COc1cc(NC(=O)Cn2c(=O)n(CC3CCCO3)c(=O)c3cc(OC)c(OC)cc32)cc(OC)c1 (stereo not given)	i	i
O=C1CC(NCC2CCCO2)C(=O)N1c1ccc(Cl)cc1 (stereo not given)	i	i
O=C(NCCc1ccccc1)C(c1ccc(F)cc1)N(C(=O)c1csnn1)C1CC1 (stereo not given)	i	i
COc1cc(NC(=O)N2CCOCC2)cc(OC)c1	i	i
O=C(OCC(O)COc1ccccc1)c1ccc([N+](=O)[O-])cc1 (stereo not given)	i	i
c1csc(-c2nc3ccccn3c2NC2CCCCC2)c1	i	i
Cc1ccc(OCC(=O)NCc2ccco2)c([N+](=O)[O-])n1	i	i
Cc1ccc(-n2ccc(=O)c(C(=O)Nc3ccc(S(=O)(=O)Nc4nccc(C)n4)cc3)n2)cc1	i	i
Nc1nonc1C(=O)OCC(=O)N1CCOCC1	i	i
COc1cccc(N(C(=O)c2ccco2)c2nc(-c3sc(NC(=O)c4ccco4)nc3C)cs2)c1	i	i
COc1cc(C2NC(=S)NC(c3ccccc3)=C2C(C)=O)ccc1O (stereo not given)	i	i
O=C(O)c1cc(C2CC2)nn1-c1ccccc1	i	i
Cc1nn(-c2ccccc2)c(NC(=O)c2cccs2)c(-c2ccccc2Cl)c1=O	i	i
CC(C)(C#N)C(C)(C)c1nn[nH]n1	i	i

Given with each value named: entries from further up.
O=C1CC(NCC2CCCO2)C(=O)N1c1ccc(Cl)cc1 (stereo not given)
- CHT PAM = i
- CHT block = i
O=C(NCCc1ccccc1)C(c1ccc(F)cc1)N(C(=O)c1csnn1)C1CC1 (stereo not given)
- CHT PAM = i
- CHT block = i

Next section.
SMILES	CHT PAM	CHT block
Cc1cc(N2CCCCC2C)nc(-c2ccccc2O)n1 (stereo not given)	i	i
CN(c1ccccc1)c1nc(N)c([N+](=O)[O-])c(Nc2ccccc2)n1	i	i
O=[N+]([O-])c1cccc(OCCCN2CCC(Cc3ccccc3)CC2)c1	i	i
CC1(C)CC(=O)C2=C(C1)N(c1ccc(F)cc1)C(=O)CC2c1ccccc1 (stereo not given)	i	i
O=c1cc(C(F)(F)F)nc(-c2ccccc2)[nH]1	i	i
O=C(NCc1ccccc1OC(F)(F)F)C1CCC(=O)N(Cc2cccc(F)c2)C1 (stereo not given)	i	i
CC(C)c1cc(-c2cc(-c3ccc(Cl)cc3)on2)nc(NC2CCCC2)n1	i	i
CC1CCC(NC(=O)CNC(=O)Cc2cccc3ccccc23)CC1 (stereo not given)	i	i
COC(=O)c1ccc(NC(=O)c2c(C(=O)Nc3ccccc3)sc3nc(C)cc(=O)n23)cc1	i	i
O=C(CN1CCN(CCC(=O)Nc2ccccc2F)CC1)Nc1ccc(F)cc1	i	i
O=C(Oc1ccccc1C(=O)Oc1ccccc1)c1ccco1	i	i
Cn1c(=O)c2c(nc(SCCN3CCOCC3)n2Cc2ccc(F)cc2)n(C)c1=O	i	i
CCOc1ccc(CCNC(=O)COC(=O)c2ccc(S(=O)(=O)N3CCCC3)cc2)cc1OCC	i	i
COc1ccc(C2Nc3ccccc3C(=O)N2NS(=O)(=O)c2ccc(C)cc2)cc1 (stereo not given)	i	i
CC(=O)NCCOc1ccc(C(=O)O)cc1	i	i
Cc1ccc(Cn2cnc3ccccc32)cc1	i	i
Cn1cc([N+](=O)[O-])c(C(=O)N/N=C/c2ccccc2)n1	i	i
COc1ccc(S(=O)(=O)Nc2ccc(F)c(F)c2)cc1Cl	i	-6.44*
Oc1c(Cl)cc(Cl)cc1C=Nc1ccc2c(c1)OCCO2	i	-5.14*
CCCCN(C(=O)c1cc(=O)[nH]c2ccccc12)c1c(N)n(CCC)c(=O)[nH]c1=O	i	i

Filtered by structure: the compounds so far with a COOH group.
SMILES	CHT PAM	CHT block
O=C(O)CCn1c(=S)n(CCC(=O)O)c2ccccc21	i	i
O=C(O)c1cc(C2CC2)nn1-c1ccccc1	i	i
CC(=O)NCCOc1ccc(C(=O)O)cc1	i	i

Next part.
SMILES	CHT PAM	CHT block
Cc1cccc(NS(=O)(=O)c2ccc(NC(=O)CN(c3cc([N+](=O)[O-])ccc3C)S(C)(=O)=O)cc2)c1	i	i
Cc1cc(F)ccc1S(=O)(=O)Nc1ccc(O)c(Sc2ncn[nH]2)c1	i	i
O=S(=O)(c1ccccc1)N1N=C(c2cccs2)CC1c1ccc(F)cc1 (stereo not given)	i	i
CC(Sc1n[nH]c(-c2ccccc2)n1)C(=O)c1c(N)n(C)c(=O)n(C)c1=O (stereo not given)	i	i
COc1ccc(O)c(/C=C(\C#N)C(=O)Nc2cccnc2)c1	i	i
c1ccc(N(c2ccccc2)c2nc(-n3ccnc3)nc(-n3ccnc3)n2)cc1	i	i
COc1ccc(NC(=O)Cn2cnc3sc(C)c(S(=O)(=O)N4CCOCC4)c3c2=O)cc1Cl	i	i
O=C(N/N=C/c1c(O)n(Cc2ccco2)c(=O)[nH]c1=O)c1ccccc1	i	i
CCC1CCCCN1C(=O)c1ccc2nc(Cc3ccc(OC)cc3)oc2c1 (stereo not given)	i	i
COCCCNC(=O)c1c(F)c(F)c(F)c(F)c1F	i	i
CCOC(=O)c1c(NC(=O)/C=C\C(=O)O)sc(C)c1-c1ccccc1	i	i
O=C(Nc1ccc(Cl)cc1)Nc1ccccc1NS(=O)(=O)c1cccs1	i	i
COc1ccc(NC(=O)COC(=O)Cc2cccs2)cc1OC	i	i
CC1=CC(C)(C)N(C(=O)Nc2ccccc2)c2ccccc21	i	i
Oc1ccc2ccccc2c1CNc1cnc2ccccc2c1	i	i
Cc1ccc(NC(=O)C(C)c2ccc([N+](=O)[O-])cc2)cc1Cl (stereo not given)	i	i
N/C(=N\OC(=O)c1ccco1)c1ccc(Cl)cc1	i	i
Cc1cc(NC(=O)CS(=O)(=O)c2cn(Cc3ccc(F)cc3)c3ccccc23)no1	i	i
COCCCNC(=O)c1c[nH]c2ccc(S(=O)(=O)N(C)c3ccccc3C)cc2c1=O	i	i
O=C1/C(=C\c2ccco2)NC(=S)N1c1ccccc1	i	i
O=C1CC(c2ccc(S(=O)(=O)NCc3ccncc3)cc2)CN1 (stereo not given)	i	i
CCCCN(CC)CCCNC(=O)CC1Oc2ccccc2NC1=O (stereo not given)	i	i
N#Cc1c2c(c(NCCCN3CCOCC3)n3c1nc1ccccc13)CCC2	i	i
Cc1ccc(S(=O)(=O)NCC(=O)N2CCOCC2)cc1	i	i
CCCCCCCCn1cc(C(C)=O)c(=O)[nH]c1=O	i	i
COc1ccc(NS(=O)(=O)c2cccc(C(=O)NCC3(N(C)C)CCCCC3)c2)cc1	i	i
Fc1cccc(NC(=S)Nc2cccnc2)c1	i	i
CC(C)OCCCNC(=O)CNC(=O)c1ccc(Cl)c(Cl)c1	i	i
Cn1nccc1NC(=O)Nc1cccc(Cl)c1Cl	i	i
